# PABP1 MLLE inh – blocks PAM2 peptide binding to the PABP1 MLLE domain; P11940; GST-MLLE / FITC-PAM2 fluorescence polarization; 360,000 tested, 0.36% active; AID 588489; inhibition, % at 20 µM; in the data active = inhibition above about 35%, passing the limit was not always enough;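 note: plate controls were DMSO wells with GST-MLLE for no effect and wells lacking GST-MLLE protein for full effect; some results filed as inactive read as strong as hits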
# NadD block – blocks S. aureus nicotinate mononucleotide adenylyltransferase | purified NadD enzyme, colorimetric absorbance read-out | inhibition, % at 20 µM | 360,000 tested, 0.78% active | AID 602399; in the data active = inhibition above about 26%; note: some compounds past the cut are filed as inactive
# Rin1 Abl inh – inhibitors of human Rin1-Abl protein interaction; AID 588664; TR-FRET Rin1/Abl binding, biochemical; 360,000 tested, 0.4% active; inhibition, % at 7.35 µM; in the data active = inhibition above about 5%, passing the limit was not always enough
# SKN-1 inh – blocks SKN-1 activity in C. elegans; AID 624304; inhibition, % at 21.8 µM; C. elegans VP596 Pgst-4::GFP/RFP ratio, acrylamide-induced, 24 h; 360,000 tested, 0.49% active;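 active = interference check ratio from 0.5 to 1.5 plus GFP to RFP signal ratio inhibition reaching or exceeding a fixed threshold, cut at about 30% in these data, passing the limit was not always enough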; note: some compounds called inactive have numbers as strong as hits
# CSN deneddyl inh – blocks human CSN-mediated cullin deneddylation | Q92905 | 360,000 tested, 0.38% active | inhibition, % at 12.5 µM | Purified CSN, SCF-Nedd8-OG deneddylation, fluorescence polarization | AID 651999;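 active = pattern-corrected inhibition above about 35%, with an unprinted fluorescence ratio check between 0.5 and 1.5, limit read from the data, passing the limit was not always enough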;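 note: 0% = enzyme with substrate and 100% = substrate without enzyme; some results filed as inactive read as strong as hits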
#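 Test system: Human Csn5 produced in HEK293T cells | Compound: 12.5 µM single point | Times: 90 min, room temperature | Signal: Fluorescence polarization readout | Read-out basis: % inhibition of substrate cleavage by Csn5 | Controls: no-enzyme wells high, enzyme-with-substrate wells low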
# FAS-TE inh – FAS thioesterase (human) inhibition. 360,000 tested, 0.67% active. recombinant FAS-TE, OMFH fluorogenic substrate, fluorescence endpoint. inhibition, % at 15 µM;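 active = compounds whose normalised, plate-corrected inhibition of enzyme fluorescence in the single-dose primary screen is 50% or more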;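 note: 0% = DMSO with enzyme and 100% = substrate without enzyme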
# Neddyl block – blocks human cullin neddylation; P61081+Q13564; TR-FRET cullin neddylation, biochemical; calls only at 25 µM; 360,000 tested, 0.58% active; AID 651699; in the data active = inhibition above about 36%
# MT1-MMP act inh – blocks activation of human MT1-MMP | GFP/RFP ratio change, % at 20 µM | 360,000 tested, 0.061% active | P50281 | AID 651647 | HT1080 RFP-PRO-GFP cells, GFP/RFP ratio fluorescence, overnight; percent of plate control window, DMSO zero;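 active = GFP/RFP ratio change of at least 30% with cell ATP level not reduced by more than half and red fluorescence within 50% of control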; note: strong numbers were not always called active
#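 Assay system: RFP-PRO-GFP reporter HT1080 cells; read-out basis: GFP/RFP fluorescence ratio; benchmarks: DMSO wells and RFP-L50D-GFP cells; doses: 20 µM single dose, 1% DMSO; schedule: overnight cell settling, then overnight compound exposure, 37 °C, 5% CO2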
# Rpn11 block – blocks the human proteasome subunit Rpn11. O00487. human 26S proteasome, Ub4-pepOG fluorescence polarization; 20S core pre-blocked with epoxomicin. calls only at 20 µM. 360,000 tested, 0.59% active. AID 588493;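 active = inhibition at 20 µM, scaled to each plate's controls, above about 33%, limit read from the data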
# An asterisk follows results filed as active; i = inactive; . = no result given.
entry	SMILES	PABP1 MLLE inh	NadD block	Rin1 Abl inh	SKN-1 inh	CSN deneddyl inh	FAS-TE inh	Neddyl block	MT1-MMP act inh	Rpn11 block
1	CCOC(=O)c1sc(=S)n(C)c1N	15.5	-2.5	-4.7	-9.5	2.3	-3.6	i	4.6	i
2	COc1cccc(N2CCN(CC(=O)c3c[nH]c4ccc(OC)cc34)CC2C)c1 (centres undefined)	-3.5	2.9	-3.0	5.9	1.0	-5.1	i	-0.4	i
3	C[C@H](CO)N1C[C@H](C)[C@H](CN(C)C(=O)c2cc(-c3ccccc3)on2)OCc2cnnn2CCCC1=O	-2.6	8.6	-1.6	2.6	1.0	-7.5	i	-0.2	i
4	COc1cc(/C=C/C(=O)OCN2C(=O)c3ccccc3C2=O)ccc1OC(F)F	5.4	-2.2	1.3	9.5	3.9	29.2	i	0.1	i
5	CC1(C(=O)Nc2ccccc2)Cc2ccccc2C(=O)O1 (centres undefined)	4.0	1.9	2.6	4.6	1.9	-6.6	i	-5.5	i
6	O=S(=O)(c1ccc(-c2n[nH]c(=S)o2)cc1)N1CCCC1	-128.0	3.2	-1.3	-5.5	0.9	-1.9	.	-1.2	i
7	CN(C(=O)COC(=O)C1CCN(S(=O)(=O)c2c(Cl)cccc2Cl)CC1)c1ccccc1	1.6	-9.8	-2.7	-2.1	-4.2	17.8	i	0.2	i
8	CCCn1c(SCC(=O)Nc2ccc(S(=O)(=O)N(C)C)cc2)n[nH]c1=O	-18.3	-2.1	1.4	-1.1	-3.0	-4.0	i	-0.7	i
9	O=C(OCc1ccc(Br)cc1)c1cccnc1	-4.3	-2.1	-1.5	1.8	4.6	-0.3	i	4.5	i
10	COc1ccc(CCNc2ccc(S(N)(=O)=O)cn2)cc1	-1.0	-0.4	3.5	10.7	-1.4	-1.6	i	0.8	i
11	Cc1ccc(Cn2cccc(NC(=O)c3ccco3)c2=O)cc1	5.9	-8.6	-1.9	-10.7	2.2	1.1	i	2.0	i
12	Cc1ccc(Cl)c(NC(=O)CSc2n[nH]c(=O)n2C2CC2)c1Cl	-65.3	4.6	1.1	-6.3	0.3	-7.0	i	-0.7	i

# As entered above.
# Under Rin1 Abl inh, compound 11 has the entry -1.9
# Under Rin1 Abl inh, compound 10 has the entry 3.5
# Under MT1-MMP act inh, compound 6 has the entry -1.2
# Under SKN-1 inh, compound 7 has the entry -2.1

# (continued)
entry	SMILES	PABP1 MLLE inh	NadD block	Rin1 Abl inh	SKN-1 inh	CSN deneddyl inh	FAS-TE inh	Neddyl block	MT1-MMP act inh	Rpn11 block
13	Cc1ccc(N2CCN(C(=O)c3cccs3)CC2)cc1C	-5.9	-5.4	-4.0	5.5	3.6	3.0	i	0.7	i
14	Cc1ccc(NC(=O)C2C3CCC(O3)C2C(=O)O)cc1Cl (centres undefined)	4.2	2.0	1.9	10.1	0.5	-5.7	i	7.2	i
15	CCC1ON(c2ccccc2)C2c3nc4ccccc4n3CC12 (centres undefined)	4.2	-1.1	0.1	3.4	-4.4	-10.5	i	-5.8	i
16	CCOC(=O)C=C(OC(=O)c1ccc(OC)cc1)c1ccccc1	1.8	-5.1	0.0	-17.1	0.3	20.5	i	-8.0	i
17	O=C(/C=C/c1ccccc1)N/C(=C\c1ccco1)C(=O)NCCO	16.4	-2.4	-0.9	-3.2	-2.4	0.1	i	3.8	i
18	CCc1ccc(OCC(=O)N/N=C/c2ccc(OS(=O)(=O)c3ccc(C)cc3)c(OC)c2)cc1	2.8	-5.2	0.2	-3.6	-1.3	3.7	i	1.6	i
19	COc1ccc(C(=O)CN2Cc3ccccc3C2=N)cc1	-2.2	4.3	-0.9	-2.3	1.7	-7.8	i	-3.8	i
20	O=C(NCCOC(=O)Nc1cccc2ccccc12)OCc1ccccc1	11.8	-10.9	0.2	-16.6	3.6	11.2	i	-0.8	i
21	CCN(CC)c1ccc(C(=O)NNC(=O)CCl)cc1	-0.8	-9.2	1.5	3.1	-1.9	-7.3	i	-3.5	i
22	NC(=O)CSc1ncnc2c1nnn2Cc1ccc(F)cc1	29.1	-0.9	-2.5	-10.7	7.7	-0.7	i	0.4	i
23	COc1ccc(-c2ccc(/C=N/N3C(=O)C4C5C=CC(C6CC56)C4C3=O)o2)c([N+](=O)[O-])c1 (centres undefined)	19.3	0.9	-3.5	19.3	6.2	17.3	i	-4.8	i
24	CCCNC(=O)c1n[nH]c2c1CC(C(C)(C)CC)CC2 (centres undefined)	-12.7	-4.6	2.0	17.2	-1.4	5.3	i	-2.7	i

# In the list so far, these contain fluorine:
entry	SMILES	PABP1 MLLE inh	NadD block	Rin1 Abl inh	SKN-1 inh	CSN deneddyl inh	FAS-TE inh	Neddyl block	MT1-MMP act inh	Rpn11 block
4	COc1cc(/C=C/C(=O)OCN2C(=O)c3ccccc3C2=O)ccc1OC(F)F	5.4	-2.2	1.3	9.5	3.9	29.2	i	0.1	i
22	NC(=O)CSc1ncnc2c1nnn2Cc1ccc(F)cc1	29.1	-0.9	-2.5	-10.7	7.7	-0.7	i	0.4	i

# The main list resumes; the 5 compounds before the break are reprinted first.
entry	SMILES	PABP1 MLLE inh	NadD block	Rin1 Abl inh	SKN-1 inh	CSN deneddyl inh	FAS-TE inh	Neddyl block	MT1-MMP act inh	Rpn11 block
20	O=C(NCCOC(=O)Nc1cccc2ccccc12)OCc1ccccc1	11.8	-10.9	0.2	-16.6	3.6	11.2	i	-0.8	i
21	CCN(CC)c1ccc(C(=O)NNC(=O)CCl)cc1	-0.8	-9.2	1.5	3.1	-1.9	-7.3	i	-3.5	i
22	NC(=O)CSc1ncnc2c1nnn2Cc1ccc(F)cc1	29.1	-0.9	-2.5	-10.7	7.7	-0.7	i	0.4	i
23	COc1ccc(-c2ccc(/C=N/N3C(=O)C4C5C=CC(C6CC56)C4C3=O)o2)c([N+](=O)[O-])c1 (centres undefined)	19.3	0.9	-3.5	19.3	6.2	17.3	i	-4.8	i
24	CCCNC(=O)c1n[nH]c2c1CC(C(C)(C)CC)CC2 (centres undefined)	-12.7	-4.6	2.0	17.2	-1.4	5.3	i	-2.7	i
25	COc1cc(C(=O)Nc2ccc(S(=O)(=O)N3CCOCC3)cc2)c([N+](=O)[O-])cc1OC	0.5	-0.3	11.1*	5.8	-4.6	-1.2	i	5.2	i
26	CCc1ccc(C(=O)NC(CC(C)C)C(=O)O)cc1 (centres undefined)	-6.7	-7.7	1.4	-4.0	0.5	-5.7	i	3.4	i
27	Cc1ccc(S(=O)(=O)Nc2ccc(S(=O)(=O)NCC3CCCO3)cc2)cc1 (centres undefined)	4.2	-5.3	-0.1	1.8	0.8	-1.4	i	0.9	i
28	CCOc1ccc(-n2c(C)nc3c(cnn3-c3ccc(Cl)cc3)c2=O)cc1	4.9	-5.6	-1.6	-19.4	5.4	-6.1	i	2.7	i
29	CCOc1ccc(S(=O)(=O)NCCC(=O)NCc2cccnc2)cc1	2.3	-3.0	-1.6	9.0	-0.9	-5.0	i	2.0	i
30	CCC(c1nnnn1CCOC)N(Cc1ccc(C)cc1)Cc1cc2cc(OC)ccc2[nH]c1=O (centres undefined)	15.2	-1.1	-0.8	19.9	-3.0	6.1	i	-0.2	i
31	O=C(COC(=O)c1cc(=O)[nH]c2ccccc12)NCc1ccc(F)cc1	2.5	9.0	-1.1	-9.0	2.9	1.6	i	4.7	i
32	CCCCn1c(SCC(=O)c2cc(OC)ccc2OC)nc2cc(S(N)(=O)=O)ccc21	-62.5	-1.7	1.5	-8.3	-0.8	8.0	i	4.8	i
33	CCOc1ccc(NC(=O)CN(C)C(=O)c2cccc3ccccc23)cc1OCC	8.6	-4.3	3.9	-3.0	2.3	-2.1	i	-1.0	i
34	COc1ccc(NC(=O)C2CCN(S(=O)(=O)c3ccc(OC)c(OC)c3)CC2)cc1	-7.3	-2.7	6.1	-11.3	2.5	-4.3	i	.	i
35	COc1ccccc1CNC(=O)C1CCCN(S(=O)(=O)c2cnc[nH]2)C1 (centres undefined)	-4.7	2.1	-0.7	-1.7	-1.6	-6.5	i	-0.2	i
36	CC(C)Oc1ccc(CCNC(=O)C2CCC(=O)N(Cc3cccc(F)c3)C2)cc1 (centres undefined)	0.0	-2.9	1.0	3.3	0.6	-6.4	i	2.1	i

# 3 structures out of the list, ordered by SMILES length, falling.
entry	SMILES	PABP1 MLLE inh	NadD block	Rin1 Abl inh	SKN-1 inh	CSN deneddyl inh	FAS-TE inh	Neddyl block	MT1-MMP act inh	Rpn11 block
34	COc1ccc(NC(=O)C2CCN(S(=O)(=O)c3ccc(OC)c(OC)c3)CC2)cc1	-7.3	-2.7	6.1	-11.3	2.5	-4.3	i	.	i
27	Cc1ccc(S(=O)(=O)Nc2ccc(S(=O)(=O)NCC3CCCO3)cc2)cc1 (centres undefined)	4.2	-5.3	-0.1	1.8	0.8	-1.4	i	0.9	i
35	COc1ccccc1CNC(=O)C1CCCN(S(=O)(=O)c2cnc[nH]2)C1 (centres undefined)	-4.7	2.1	-0.7	-1.7	-1.6	-6.5	i	-0.2	i

# (further entries)
entry	SMILES	PABP1 MLLE inh	NadD block	Rin1 Abl inh	SKN-1 inh	CSN deneddyl inh	FAS-TE inh	Neddyl block	MT1-MMP act inh	Rpn11 block
37	CCCc1nnc(NC(=O)CCC(=O)N2CCN(C3CCCC3)CC2)s1	-16.3	-3.8	1.2	1.1	2.6	-4.2	i	-1.7	i
38	Cc1cc(C)c(N(C(=O)c2csnn2)C(C(=O)NC(C)(C)C)c2ccncc2)c(C)c1 (centres undefined)	5.7	4.0	-2.1	-5.6	-6.6	-7.0	i	2.9	i
39	Cc1nccn1-c1ccc(NC(=O)[C@H]2O[C@@H](n3cnc4c(N)ncnc43)[C@H](O)[C@@H]2O)cc1	-6.7	2.8	5.4	9.5	3.0	-5.2	i	2.5	i
40	CCOc1ccc(/C=N/NS(=O)(=O)c2ccc(C)cc2)cc1OC	-60.5	0.3	0.4	22.5	-1.5	-3.8	i	-0.3	i
41	O=[N+]([O-])c1cccc(N(CC(O)CN2CCCC2)S(=O)(=O)c2ccccc2)c1 (centres undefined)	6.0	3.7	-1.2	2.0	-3.5	-5.1	i	-0.7	i
42	Cc1cc2c(cc1C)-n1nnnc1C(N1CCN(c3ccccn3)CC1)C(c1ccc3c(c1)OCO3)=N2 (centres undefined)	.	.	.	15.5	-6.2	.	i	-4.0	.
43	CCNC(=O)CC1C(=O)N(c2ccc(OC)cc2)C(=S)N1CCc1ccncc1 (centres undefined)	12.1	0.8	-3.4	7.0	-8.8	-4.5	i	-2.0	i
44	CCCn1c2ccccc2c2cnn(CC(=O)NC3CCCCC3C)c(=O)c21 (centres undefined)	-7.6	-8.5	-1.3	-12.0	2.4	-1.5	i	0.2	i
45	COc1ccc(CNC(=O)c2ccc(Cn3nc(C)c([N+](=O)[O-])c3C)o2)cc1	-4.5	-0.5	0.3	1.9	1.6	9.8	i	-2.6	i
46	O=C(COC(=O)c1ccc([N+](=O)[O-])cc1)NC12CC3CC(CC(C3)C1)C2	-11.6	-3.4	1.0	-8.8	2.0	39.7	i	0.2	i
47	COc1ccc(/C=C/C(=O)Nc2ccc3nc4n(c(=O)c3c2)CCCC4)cc1	8.1	1.2	0.3	2.4	24.2	-2.1	i	-1.9	i
48	CSc1nc(-c2ccccc2)nc(C(Cl)Cl)n1	-4.6	-10.5	-2.7	10.9	-0.6	21.8	i	-38.4	i
